# From PubChem BioAssay
# TLR9-MyD88 inh: inhibitors of human TLR9-MyD88 binding; inhibition, % at 4.98 µM; CHO BLA complementation TLR9-MyD88, CCF4 FRET ratio; actives 0.21% (n = 340,000);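 active = inhibition above the mean over all tested compounds plus 3 SD, cut at about 21% in these data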;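 note: 0% = DMSO only wells and 100% = clavulanate BLA inhibitor control wells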
# NCOA3 inh: inhibits human SRC3 coactivator; Q9Y6Q9; HEK293 GAL4-SRC3 luciferase reporter, luminescence; inhibition, % at 3.6 µM; actives 0.17% (n = 360,000);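 active = inhibition above a per-campaign cutoff, the mean of all compounds plus 3 SD, cut at about 60% in these data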;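 note: 0% = DMSO-treated cells and 100% = gossypol-treated cells at 36 µM; higher means less SRC3-driven luciferase light from the GAL4 reporter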
# Target sequence (Q9Y6Q9 whole entry, looked up, the tested form may be a part): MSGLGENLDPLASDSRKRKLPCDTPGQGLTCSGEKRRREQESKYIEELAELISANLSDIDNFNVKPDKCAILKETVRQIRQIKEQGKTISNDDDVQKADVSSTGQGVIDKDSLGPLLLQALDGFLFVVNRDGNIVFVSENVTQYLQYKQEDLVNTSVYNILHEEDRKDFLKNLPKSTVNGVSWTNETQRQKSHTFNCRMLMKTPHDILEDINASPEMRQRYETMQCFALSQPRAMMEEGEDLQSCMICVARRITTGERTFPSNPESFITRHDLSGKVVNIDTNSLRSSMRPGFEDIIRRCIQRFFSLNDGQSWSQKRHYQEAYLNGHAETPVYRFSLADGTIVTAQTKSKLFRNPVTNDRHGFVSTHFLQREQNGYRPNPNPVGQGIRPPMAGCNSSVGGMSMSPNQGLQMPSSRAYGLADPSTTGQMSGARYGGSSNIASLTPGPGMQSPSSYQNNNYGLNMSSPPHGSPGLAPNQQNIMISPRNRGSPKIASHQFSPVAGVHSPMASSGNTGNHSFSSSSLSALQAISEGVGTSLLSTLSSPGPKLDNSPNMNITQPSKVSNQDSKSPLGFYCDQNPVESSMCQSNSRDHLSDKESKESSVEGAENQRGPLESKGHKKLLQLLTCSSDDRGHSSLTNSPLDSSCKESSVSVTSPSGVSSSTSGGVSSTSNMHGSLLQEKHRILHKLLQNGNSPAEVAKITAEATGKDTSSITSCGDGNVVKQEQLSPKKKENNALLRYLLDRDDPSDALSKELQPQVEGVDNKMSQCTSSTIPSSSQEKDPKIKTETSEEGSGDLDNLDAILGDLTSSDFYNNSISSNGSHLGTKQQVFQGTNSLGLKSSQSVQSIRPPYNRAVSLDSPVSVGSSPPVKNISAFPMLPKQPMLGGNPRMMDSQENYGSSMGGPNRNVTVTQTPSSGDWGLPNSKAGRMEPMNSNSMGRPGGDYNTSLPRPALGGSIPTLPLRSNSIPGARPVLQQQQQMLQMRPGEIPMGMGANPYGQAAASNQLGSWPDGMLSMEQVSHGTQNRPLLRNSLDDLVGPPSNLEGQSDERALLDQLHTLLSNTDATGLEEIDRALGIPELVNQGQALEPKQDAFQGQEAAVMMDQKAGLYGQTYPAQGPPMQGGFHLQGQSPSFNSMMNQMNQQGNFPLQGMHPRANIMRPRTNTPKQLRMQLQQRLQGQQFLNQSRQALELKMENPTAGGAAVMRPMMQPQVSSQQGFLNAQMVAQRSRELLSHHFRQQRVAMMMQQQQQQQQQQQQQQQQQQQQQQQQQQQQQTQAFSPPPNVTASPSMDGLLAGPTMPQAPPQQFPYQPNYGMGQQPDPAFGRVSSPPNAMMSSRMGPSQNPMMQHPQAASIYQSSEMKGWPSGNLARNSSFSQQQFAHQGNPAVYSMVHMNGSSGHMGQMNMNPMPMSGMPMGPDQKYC
# NOD2 RIPK2 PPI: blocks binding of human NOD2 to RIPK2; actives 0.38% (n = 360,000); O43353; inhibition, % at 4.98 µM; CHO BLA complementation NOD2-RIPK2, CCF4 ratio; in the data active = inhibition above about 21%;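 note: 0% = vehicle only and 100% = reference blocker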
# TWEAK-Fn14 inh: blocks TWEAK-Fn14 interaction in a reporter cell assay. TWEAK-stimulated Fn14 reporter cells, luciferase luminescence, 8 h. inhibition, % at 10 µM. actives 2% (n = 360,000); in the data active = inhibition above about 50%
# TROY NFkB inh: blocks TROY-dependent signaling in reporter cells. Q293 LMP1-TROYcd NF-kB luciferase reporter, 4 h. inhibition, % at 10 µM. actives 0.98% (n = 360,000);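 active = compounds whose plate-normalised and pattern-corrected inhibition of the luciferase reporter signal at the single screening dose is 50% or more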
# ABHD5 PLIN5 PPI: ABHD5-PLIN5 protein interaction inhibition | Q00G26+Q8WTS1 | Split G. princeps luciferase complementation, luminescence, 4 h | AID 602281 | actives 0.78% (n = 360,000) | inhibition, % at 4 µM;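 active = inhibition above the mean inhibition across every tested compound plus 3 SD, cut at about 22% in these data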;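 note: 0% = DMSO only wells and the 100% control is not disclosed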
# SRC1 inh: inhibits human SRC1 coactivator | Q15788 | HEK293 GAL4-SRC1 luciferase reporter, luminescence | inhibition, % at 3.6 µM | actives 0.12% (n = 360,000) | AID 588354;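 active = inhibition above the campaign mean plus 3 SD, with each screening campaign given its own cutoff, cut at about 60% in these data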;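 note: 0% = DMSO treated cells and 100% = gossypol at 36 µM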
# NR2F2 inh: NR2F2 (human) inhibition, primary screen | AID 686940 | P24468 | HEK293T NGFI-A luciferase reporter, luminescence | actives 0.7% (n = 370,000) | inhibition, % at 8.6 µM;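 active = inhibition above a per-plate cutoff, mean inhibition of test wells between control levels plus 3 SD, cut at about 38% in these data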;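 note: cells cotransfected with COUP-TFII expression vector driving the NGFI-A reporter; 0% = median of COUP-TF2 test wells and 100% = reporter-only cells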
# NCOA2 inhibitor: inhibits human steroid receptor coactivator 2; HEK293 GAL4-SRC2 luciferase reporter, luminescence; actives 0.17% (n = 370,000); Q15596; inhibition, % at 9 µM; AID 651957;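 active = inhibition above the mean inhibition of all tested compounds plus 3 SD, set per campaign, cut at about 52% in these data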;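 note: 0% = DMSO treated cells and 100% = cells given Gossypol at 36 µM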
# Granule exo inh: lytic granule exocytosis inhibition. actives 0.66% (n = 360,000). inhibition, % at 10 µM. TALL-104 LAMP-1 surface exposure, flow cytometry; cells stimulated with thapsigargin and PMA. AID 651702;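 active = inhibition above about 55%, limit read from the data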
# NR5A2 inv ag: NR5A2 inverse agonism in reporter assay | O00482 | inhibition, % at 3.6 µM | actives 0.13% (n = 360,000) | HEK293T StAR-luciferase reporter, LRH-1 transfected, 24 h | AID 602396;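 active = inhibition above the mean inhibition of all tested compounds plus 3 SD, cut at about 73% in these data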;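 note: 0% = DMSO wells and 100% = reporter-only cells lacking LRH-1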
# An asterisk follows results filed as active; nt = no result given. These rows are one share of the data (hit frequency here may not be typical).
# Results follow in this order: TLR9-MyD88 inh, Granule exo inh, SRC1 inh, NR2F2 inh, ABHD5 PLIN5 PPI, NOD2 RIPK2 PPI, NCOA2 inhibitor, NCOA3 inh, TWEAK-Fn14 inh, TROY NFkB inh, NR5A2 inv ag
[1] CCOc1ccc(S(=O)(=O)Nc2cccc(C(=O)N3CCN(c4cccc(OC)c4)CC3)c2)cc1
  -2, 19, -4, 1, -5, -3, -24, -5, 12, 31, -6
[2] O=C(CSCCc1ccccn1)Nc1ccccn1
  -1, 6, -4, -3, -6, -6, -45, -2, -26, -30, 11
[3] CCOC(=O)C1(Cc2ccc(OC)cc2)CCN(C(=O)[C@@H]2CCCN2C(C)=O)CC1
  7, 13, 0, 0, -2, 9, -39, -4, -29, -26, 5
[4] COc1cc(C(=O)Nc2cc(-c3cn4cccnc4n3)ccc2C)cc(OC)c1OC
  -77, 2, 8, -15, 2, 1, 2, 6, 92*, 0, 7
[5] Clc1ccc(CSc2nnc(-c3ccccn3)n2Cc2ccco2)cc1Cl
  nt, 0, -10, -2, -2, 1, 12, 1, 10, 16, -9
[6] CCCN(C(=O)CN1C(=O)NC2(CCCCCC2)C1=O)C1CCS(=O)(=O)C1 (stereo unspecified)
  -2, 2, 3, 3, -6, -11, 14, 6, -2, -2, -6
[7] O=C(CN1CCOCC1)Nc1c(Cl)cc(Cl)cc1Cl
  -4, 1, -24, 9, 4, -12, -6, 2, 0, -5, -9
[8] N/C(Cc1ccc(Cl)c(Cl)c1)=N\OC(=O)c1ccc(Br)o1
  4, 10, -36, 21, 1, 5, 11, 6, -49, 7, 5
[9] CCOC(=O)C1C(C)=C(Nc2ccc(OC)cc2)C(=O)N1c1ccc(OC)cc1 (stereo unspecified)
  -7, -4, -21, 6, -4, 5, -24, -5, -13, -15, 8
[10] O=C(NC1CCN(S(=O)(=O)c2ccc(F)cc2)CC1)C1CCCCC1
  -4, -6, -5, -4, 3, -4, 10, 8, -6, 7, 3
[11] CC1=C(C(=O)Nc2cc(C)ccn2)C(c2ccc(C)cc2)C2=C(CCCC2=O)N1 (stereo unspecified)
  -4, 1, -15, 4, 6, 2, -38, 9, -4, -32, 1
[12] C=CCn1c(SC(C)CC)nc(O)cc1=O (stereo unspecified)
  14, 0, -3, -11, -1, 0, -10, 12, 6, -1, -10
[13] CC(C)(C)NC(=O)CN(CCN1CCOCC1)C(=O)CNS(=O)(=O)c1ccccc1
  -1, 2, 5, 10, 7, -15, -2, 8, -16, 2, 12
[14] COC(=O)[C@H](Cc1ccccc1)NC(=O)N1CCN(Cc2ccccc2)CC1
  0, -5, -7, 2, 3, -3, -2, 8, 14, 7, 15
[15] Cc1ccc(C(=O)C[n+]2cccc(C(N)=O)c2)cc1
  -6, -6, -2, -8, -6, -14, 8, -3, 1, -1, 11
[16] O=C(NCCC1=CCCCC1)C1CC(=O)N(C2CCCCCC2)C1 (stereo unspecified)
  -5, 0, -2, 12, -1, 2, 21, 1, 2, -13, -4
[17] O=C(CN1C(=O)NC2(CCCCCC2)C1=O)N1CCN(c2ccc(F)cc2)CC1
  2, 5, -3, 10, 1, 0, -32, 3, -10, -17, -7
[18] COc1ccccc1Cn1c(/C=C/c2ccccc2)nc2ccccc21
  -4, 2, -61, -32, -7, -11, 3, -47, 0, -53, -83
[19] Cc1cnc(C(=O)OC(C)C(=O)Nc2ccc(Oc3ccccc3)cc2)cn1 (stereo unspecified)
  3, 2, -22, -22, -11, 8, 22, -5, -1, 8, -17
[20] CCCCn1c(Cc2ccccc2)n[nH]c1=S
  -2, -7, -1, 0, -2, -5, -11, 17, 9, 4, 14
[21] CC(=O)c1cccc(NC(=O)c2ccc(NC(=O)CC3SC(N4CCCCC4)=NC3=O)cc2)c1 (stereo unspecified)
  2, 1, 9, -1, 5, -3, 2, 5, 2, -12, -12
[22] COCCn1cnc2cc(C)c(C)cc21
  -2, -4, 10, 1, 0, -9, -9, 8, -18, 1, -10
[23] CCN(CC)CCCN(Cc1cc2cc3c(cc2[nH]c1=O)OCO3)C(=S)NCCCN(C)C
  2, -8, -26, 3, 1, 3, -8, -13, 9, 7, -13
[24] N#C/C(=C(/O)CCCl)c1ccccn1
  11, -14, 8, 5, -4, 10, 17, 2, 14, 12, -3
[25] COc1cc(C(=O)/C=C/Nc2ccc(NC(C)=O)cc2)cc(OC)c1OC
  1, -1, -25, 15, 2, -6, -11, -1, -6, 23, 2
[26] CC1=NCCN1S(=O)(=O)c1cc(Cl)ccc1Cl
  9, 1, -21, 4, 5, -7, -1, 12, 5, 20, 15
[27] COc1ccc(C(=O)NNC(=O)c2ccc(S(=O)(=O)N3CC(C)OC(C)C3)cc2)cc1 (stereo unspecified)
  -10, 0, 1, -10, 1, 0, -5, 12, 10, 0, -12
[28] O=C(CCCn1c(=S)[nH]c2ccccc2c1=O)NCCSCc1ccccc1
  5, 3, 12, -10, 5, -9, -6, 11, 19, -4, -12
[29] CCCCOC(=O)Nc1ccc(C(=O)OCCC)cc1
  5, 1, -42, -21, -9, 3, -58, -49, -10, -40, -18
[30] O=C(CCc1nc(-c2ccc(F)cc2)no1)Nc1cccc(C(=O)NC2CC2)c1
  2, 2, -12, 9, 2, 5, 6, 8, 2, 17, -13

# Single entries from the results shown.
# compound 9 – SRC1 inh = -21
# compound 2 – TWEAK-Fn14 inh = -26
# compound 13 – TWEAK-Fn14 inh = -16

# Back to the main list, starting four compounds before the break.
# Results follow in this order: TLR9-MyD88 inh, Granule exo inh, SRC1 inh, NR2F2 inh, ABHD5 PLIN5 PPI, NOD2 RIPK2 PPI, NCOA2 inhibitor, NCOA3 inh, TWEAK-Fn14 inh, TROY NFkB inh, NR5A2 inv ag
[27] COc1ccc(C(=O)NNC(=O)c2ccc(S(=O)(=O)N3CC(C)OC(C)C3)cc2)cc1 (stereo unspecified)
  -10, 0, 1, -10, 1, 0, -5, 12, 10, 0, -12
[28] O=C(CCCn1c(=S)[nH]c2ccccc2c1=O)NCCSCc1ccccc1
  5, 3, 12, -10, 5, -9, -6, 11, 19, -4, -12
[29] CCCCOC(=O)Nc1ccc(C(=O)OCCC)cc1
  5, 1, -42, -21, -9, 3, -58, -49, -10, -40, -18
[30] O=C(CCc1nc(-c2ccc(F)cc2)no1)Nc1cccc(C(=O)NC2CC2)c1
  2, 2, -12, 9, 2, 5, 6, 8, 2, 17, -13
[31] COc1ccc(C)cc1-n1cnnn1
  -1, -1, 11, 16, 7, -13, -29, 3, 8, -6, 14
[32] Cc1ccc(CC(=O)NCC(c2ccco2)N(C)C)cc1C (stereo unspecified)
  10, -3, -13, -6, 9, 5, 9, -1, 7, -5, -3
[33] CCC1CCCCN1Cc1nc2c(c(=O)n(C)c(=O)n2C)n1CC(C)C (stereo unspecified)
  -19, 6, -3, 15, 3, 0, -3, -2, -9, 17, -3
[34] O=[N+]([O-])c1ccc2[nH]ccc2c1
  nt, -4, nt, -3, 1, -1, -16, nt, 0, -11, 5
[35] CCc1c(O)nc(SC2CC(=O)N(c3ccccc3)C2=O)[nH]c1=O (stereo unspecified)
  0, 1, 8, 0, 6, -15, 2, 14, 16, nt, 7
[36] O=C(Nc1cccc2ccccc12)N1CCOCC1
  2, 2, -14, -2, -4, 4, -5, 3, 38, 21, -5
[37] Cc1ccccc1NC(=O)c1cc2ccccn2n1
  -9, 0, -97, -30, 0, 6, -61, -93, 18, -34, -99
[38] Cc1cc(NC(=O)Cn2nc(C)c([N+](=O)[O-])c2C)no1
  6, -2, 14, -9, -7, -3, 3, 17, -4, 8, 6
[39] CCC(C)NC(=O)c1ccc(CSCc2ccc(Cl)cc2)o1 (stereo unspecified)
  10, -3, -8, -2, 2, 3, 17, 3, 0, 4, 10
[40] O=C(NC1CCCCC1)NC1CC2CCC(C1)N2C(=S)NCc1ccco1 (stereo unspecified)
  -7, 0, 2, 22, 2, -13, -3, 2, -6, -9, -2
[41] COc1cc(OC)cc(-n2nnnc2SCC(=O)N2CCCC2)c1
  -1, 36, 15, -10, 10, -4, -30, 7, 3, 12, 1
[42] COC(=O)C1=COC(C)C2CN3CCc4c([nH]c5cc(OC)c(OC)cc45)C3CC12 (stereo unspecified)
  -10, -2, 7, -21, 8, 0, 20, -8, 0, 1, 1
[43] CC(/C=C/c1ccc2c(c1)OCO2)=N\NC(=O)c1cccc([N+](=O)[O-])c1
  9, -2, -11, -4, 6, -17, -5, 19, -26, -57, 11
[44] COc1ccc(COCC(O)CN2CCc3ccccc3C2)cc1OC (stereo unspecified)
  -1, -11, -8, 11, 1, 0, -1, 3, 0, 17, 0
[45] CSc1ccccc1OCc1cc(C(=O)N[C@H]2CCCCNC2=O)no1
  -6, 0, -67, -19, -3, -9, -139, -91, -10, -60, -92
[46] COc1ccc(NC(=O)CCC(=O)OCc2ccc(C(=O)Oc3ccc(Cl)cc3)cc2)cc1
  0, -1, -2, -9, -3, -1, -17, 11, -9, -13, 20
[47] O=C(CN1CCN(C2CCS(=O)(=O)C2)CC1)N1N=C(c2ccc(Cl)cc2)CC1c1ccco1 (stereo unspecified)
  -3, 4, -5, -5, 4, -6, 17, -8, 74*, 58*, -16
[48] CCCCn1c2ccc(C)cc2c2nnc(SCCN3CCCCC3)nc21
  -17, 11, 12, 5, -2, -2, -1, 0, 7, 9, -4
[49] CC(C)(C)C(=O)Nc1ccc(Sc2ccc([N+](=O)[O-])cc2)cc1
  -11, 0, 19, 19, -2, -8, 15, 19, 51*, 49, -1
[50] CS(=O)(=O)NCc1csc(-c2ccccc2)n1
  2, -5, -32, -15, 8, -4, -16, 3, 5, -28, 3
[51] CCOC(=O)c1c(C)nn(Cc2ccccc2)c1N
  1, 0, -3, -24, -1, 5, -24, 10, 13, 10, -14
[52] CC(C)N1CCC1(C)C(=O)Nc1nccc2cccnc12 (stereo unspecified)
  nt, 8, -4, 6, -6, -6, -14, -9, -12, -4, -14
[53] O=C(CC1Sc2ccccc2NC1=O)NNc1cc(Cl)ccc1Cl (stereo unspecified)
  -11, 30, 11, 1, 4, 3, 8, 5, -20, 6, 17
[54] COc1ccc(NC(C)C(=O)N/N=C/c2ccc([N+](=O)[O-])s2)cc1 (stereo unspecified)
  6, 3, -18, -8, -3, -11, -12, 5, -7, -1, 25

# Rewritten with tabs: entries from further up.
entry	SMILES	TLR9-MyD88 inh	Granule exo inh	SRC1 inh	NR2F2 inh	ABHD5 PLIN5 PPI	NOD2 RIPK2 PPI	NCOA2 inhibitor	NCOA3 inh	TWEAK-Fn14 inh	TROY NFkB inh	NR5A2 inv ag
36	O=C(Nc1cccc2ccccc12)N1CCOCC1	2	2	-14	-2	-4	4	-5	3	38	21	-5
37	Cc1ccccc1NC(=O)c1cc2ccccn2n1	-9	0	-97	-30	0	6	-61	-93	18	-34	-99
38	Cc1cc(NC(=O)Cn2nc(C)c([N+](=O)[O-])c2C)no1	6	-2	14	-9	-7	-3	3	17	-4	8	6
